PGK inhibitor: blocks T. brucei phosphoglycerate kinase | PGK/GAPDH coupled, Kinase-Glo luminescence, 60 min | 380,000 compounds, 0.043% hits | AID 602233 | Potency, µM (highest dose often 57.5 µM), for the others: at the highest dose activity change, negative = inhibition, usual class: inhibitors; also: potency is read from the fitted curve at half-maximal effect; % is scaled to controls: 0 for no effect and ±100 for the full control effect; nearly all actives have a fitted effect of over 60% in size
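Luminescent ATP detection (Kinase-Glo Plus) follows a 60-minute room-temperature incubation, with wells lacking PGK as controls. Buffer: 100 mM TEA (pH 7.6), 5 mM MgCl2, 0.01% Tween-20. Coupling enzyme GAPDH (100 nM final) supplies unstable 1,3-BPG in-well.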
Pin1 inhibitor: inhibitors of human Pin1; Q13526; Pin1 FP peptide displacement, HiFluor488, 10 min; Potency, µM (series often up to 115 µM), for the others: at the top dose activity, negative = inhibition, usual class: inhibitors; 390,000 compounds, 0.009% hits; AID 504891; active = well fitted inhibition curve with a large enough effect in the polarisation, with a control signal flat, not every such curve was filed as active; inconclusive = small, poorly fitted or top-dose-only effect, or effect the other way, or a change in a side signal; inactive = no such curve, though single readings can be large or run the other way; the % refers to the polarisation; also: potency is read from the fitted curve at half-maximal effect; % is scaled to controls: 0 for no effect and ±100 for the full control effect
Target sequence (Q13526 whole entry, looked up): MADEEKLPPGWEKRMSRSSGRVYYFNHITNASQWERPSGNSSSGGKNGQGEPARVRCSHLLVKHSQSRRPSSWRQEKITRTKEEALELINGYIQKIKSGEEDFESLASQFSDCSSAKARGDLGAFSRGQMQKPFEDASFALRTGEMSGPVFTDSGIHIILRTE
GLS inh: glutaminase GLS (human) inhibition. GLS enzymatic activity, qHTS titration. Potency, µM (titrated, usually from 45.5 µM), for inactives: at the highest dose activity change, negative = inhibition, most hits filed as inhibitors. 410,000 compounds, 0.21% hits; also: potency is read from the fitted curve at half-maximal effect; % is scaled to controls: 0 for no effect and ±100 for the full control effect
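Two-point fluorescence kinetic (t0, 30 min RT) for hKGA; glutamate detected via glutamate oxidase–HRP–Amplex Red. Substrate: 1 mM L-glutamine solution; buffer 45 mM KH2PO4, pH 8.2.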
PI4K2A block: inhibitors of human PI4K2A; Q9BTU6; purified PI4K2A, ADP-Glo luminescence, 1 h; stronger effect = lower value; activity change, negative = inhibition, % at 76.9 µM; 420,000 compounds, 0.13% hits; in the data active = activity change below about -50%; inconclusive = mostly about -30% to -49%;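 also: -100% = wells without enzyme as full effect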
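ADP-Glo luminescence measured ADP generated by PI4K2A enzyme (4 ug/mL before mixing) with 1.2 mM PI substrate (pre-mix) and 300 microM ATP (pre-mix). Tris pH7.5 buffer with MgCl2, Triton X-100; 1 h reaction at ambient temperature.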
POLH inh: inhibitors of human DNA polymerase eta | recombinant Pol eta, fluorescent DNA replication assay | Potency, µM (doses to about 114 µM), for inactives: at the top dose activity change, negative = inhibition, usual class: inhibitors | AID 588591 | 390,000 compounds, 1.2% hits; also: potency is read from the fitted curve at half-maximal effect; % is scaled to controls: 0 for no effect and ±100 for the full control effect
Target sequence (Q9Y253 whole entry, looked up): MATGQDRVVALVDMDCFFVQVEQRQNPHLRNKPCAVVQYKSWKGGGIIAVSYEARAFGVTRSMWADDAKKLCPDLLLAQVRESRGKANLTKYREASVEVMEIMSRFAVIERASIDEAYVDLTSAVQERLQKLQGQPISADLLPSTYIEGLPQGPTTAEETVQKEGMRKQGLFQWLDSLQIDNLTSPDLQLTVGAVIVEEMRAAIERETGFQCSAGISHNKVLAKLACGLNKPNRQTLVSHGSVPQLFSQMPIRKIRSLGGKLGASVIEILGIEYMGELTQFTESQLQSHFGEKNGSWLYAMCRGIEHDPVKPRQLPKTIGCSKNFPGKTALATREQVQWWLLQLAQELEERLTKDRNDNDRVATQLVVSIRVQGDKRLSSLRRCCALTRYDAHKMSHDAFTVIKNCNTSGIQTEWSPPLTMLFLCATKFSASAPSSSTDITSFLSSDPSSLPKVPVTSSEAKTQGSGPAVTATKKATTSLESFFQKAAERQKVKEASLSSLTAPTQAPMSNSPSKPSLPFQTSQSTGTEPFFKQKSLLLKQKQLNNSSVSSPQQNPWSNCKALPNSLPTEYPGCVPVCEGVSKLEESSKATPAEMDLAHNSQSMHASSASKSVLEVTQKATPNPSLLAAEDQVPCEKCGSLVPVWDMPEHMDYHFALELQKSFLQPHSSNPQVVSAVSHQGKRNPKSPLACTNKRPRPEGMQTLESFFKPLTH
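Pol eta at 10 nM preincubated with compounds 15 min at room temperature; reaction started with fluorescent substrate (50 nM final) and read kinetically at 0 and 10 min.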
G9a inh: blocks human histone lysine methyltransferase G9a. Q96KQ7. G9a H3K9 monomethylation, AlphaScreen, 2 h. Potency, µM (titrated, usually from 102 µM), for inactives: top-dose activity, negative = inhibition, hits mostly inhibitors. 350,000 compounds, 8.8% hits. AID 504332; also: potency is read from the fitted curve at half-maximal effect; % is scaled to controls: 0 for no effect and ±100 for the full control effect; nearly all actives have a fitted effect of over 75% in size
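G9a (20 nM) preincubated 15 min RT with compounds, then 500 nM biotinylated H3K9 peptide and 20 uM SAM added; 2 h RT reaction. Monomethyl-H3K9 product detected by AlphaScreen with anti-H3K9me1 antibody, streptavidin donor and anti-rabbit IgG acceptor beads.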
JMJD2A Tudor inh: blocks the human JMJD2A Tudor domain | AlphaScreen JMJD2A-Tudor / H3K4me3 peptide binding | Potency, µM (top dose mostly 114 µM), without a hit: at the top dose activity change, negative = inhibition, hits mostly inhibitors | 390,000 compounds, 4.4% hits | AID 504339; also: potency is read from the fitted curve at half-maximal effect; % is scaled to controls: 0 for no effect and ±100 for the full control effect; nearly all actives have a fitted effect of over 50% in size
HP1b chromo inh: inhibitors of HP1-beta chromodomain binding to methylated histone tails | Potency, µM (doses to about 114 µM), inactives show at the top dose activity change, negative = inhibition, actives largely listed as inhibitors | P83916 | AlphaScreen HP1-beta / biotin-H3K9me3 peptide binding | AID 540317 | 390,000 compounds, 0.56% hits; also: potency is read from the fitted curve at half-maximal effect; nearly all actives have a fitted effect of over 70% in size; inactives centre near 23
Target sequence (P83916 whole entry, looked up): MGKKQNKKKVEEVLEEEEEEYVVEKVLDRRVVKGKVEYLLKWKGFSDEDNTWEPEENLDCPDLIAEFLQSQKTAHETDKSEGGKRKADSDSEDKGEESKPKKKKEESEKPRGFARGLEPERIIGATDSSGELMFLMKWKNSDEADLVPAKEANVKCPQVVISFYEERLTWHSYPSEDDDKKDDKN
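AlphaScreen: HP1-beta (50 nM) preformed 30 min with biotin-H3(1-18)K9me3 peptide (50 nM) in PBS pH 7.4, 0.01% Tween-20. Compound added for 30 min at RT, then streptavidin donor/nickel chelate acceptor beads (10 ug/mL) for 30 min.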
BAZ2B inh: BAZ2B (human) inhibition; Potency, µM (series often up to 114 µM), for inactives: at the top dose activity change, negative = inhibition, actives largely listed as inhibitors; 360,000 compounds, 4.4% hits; AlphaScreen BAZ2B-H3K14Ac peptide displacement; Q9UIF8; also: potency is read from the fitted curve at half-maximal effect; % is scaled to controls: 0 for no effect and ±100 for the full control effect; nearly all actives have a fitted effect of over 60% in size
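AlphaScreen displacement: compounds (up to 110uM) incubated 30 min at room temperature with a preformed 50 nM BAZ2B/50 nM biotinylated H3K14Ac peptide complex in PBS pH 7.4 with Tween-20. Donor and acceptor beads at 10 ug/mL final added, 20 min light-protected before reading.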
* = called active by the depositor; i = inactive; ? = inconclusive; / = no result given; & = joins results of further samples; [ ] = another dose, or the depositor's remark. Unless noted, calls follow the shape of the dose curve; as a rule, active = well fitted curve in the direction sought with a large enough effect; inconclusive = small, poorly fitted or top-dose-only effect, or another doubt; inactive = no such curve, though single readings can be large; an effect the other way counts as inactive or inconclusive. An excerpt, so the mix of outcomes need not match the whole.

Fields – PGK inhibitor	Pin1 inhibitor	GLS inh	PI4K2A block	POLH inh	G9a inh	JMJD2A Tudor inh	HP1b chromo inh	BAZ2B inh
N=C1/C(=C\c2ccc(Br)o2)C(=O)N=C2SC(CC(=O)N3CCCCC3)=NN12
  -15%	-15%	-7%	-9	22µM*	45µM*	-31%	17%	?
CN(C(=O)Nc1cccc([N+](=O)[O-])c1)c1ccccc1
  -5%	-3%	-4%	-3	-8%	/	-3%	35%	/
O=C(Cn1cc(SCc2cccc(F)c2)c2ccccc21)N1CCCC1
  -3%	-4%	0%	1	3%	0%[59 µM]	-13%	30%	?
CC(C)(C)N(Cc1ccccc1)C(=O)COC(=O)Cn1cnc2ccccc2c1=O
  -1%	-5%	1%	-2	-5%	1%	-12%	23%	-17%
CN(Cc1ccccc1)S(=O)(=O)c1ccc(NC(=O)c2cc(=O)c3ccccc3o2)cc1
  9%	-9%	-3%	-1	-18%	2%[59 µM]	-12%	39%[activator]	-4%
CCSc1nc(N2CCCCC2)c2c(c1C#N)CCCC2
  -4%	?	-6%	2	-23%	97%[activator]	76%[activator]	162%[activator]	3%
COC(=O)c1ccc(/C=C2/SC(=S)N(CCCC(=O)Nc3ccccn3)C2=O)cc1
  -3%	6%	4%	9	-4%	-16%[59 µM]	-14%	?	-29%
O=C(Cn1nc(-c2ccccc2)c2ccccc2c1=O)NN1CCOCC1
  -8%	-6%	-10%	4	-10%	/	-10%	26%	-9%
Nn1c(SCC(=O)NC2CCCCC2)nnc1-c1ccccc1
  -6%	-12%	2%	-5	-10%	-18%	6%	47%[activator]	4%
Cc1ccc(C(=O)OCC(=O)N2CC(C)OC(C)C2)cc1 (stereo not given)
  i	-2%	0%	0	-7%	-10%	-13%	-3%	11%
CN(C)S(=O)(=O)c1ccc(C(=O)NCC(c2cccs2)N2CCOCC2)cc1 (stereo not given)
  -8%	7%	13%	2	-8%	?	-8%	8%	?
CN(CC(=O)Nc1ccc(Cl)c(C(F)(F)F)c1)C(=O)c1ccc(OCC2CCCO2)cc1 (stereo not given)
  -6%	-3%	8%	-3	-11%	-2%[0.501 µM]	-6%	9%	17%
CCOC(=O)c1cnn(-c2cc(C)cc(C)c2)c1N
  -10%	-11%	2%	1	-4%	4%	-3%	39%[activator]	/
CC(C)NC(=S)N1CCN(C(c2ccccc2)c2ccccc2)CC1
  -4%	6%	-8%	4	-22%	8%	-20%	30%	-2%
CS(=O)(=O)N(CC(=O)NCCSC1CCCCC1)c1ccc2c(c1)OCO2
  -2%	12%	1%	-7	-10%	-1%[12.7 µM]	-22%	17%	2%
COc1ccc(CNC(=O)c2cc3c(=O)n(Cc4cccs4)ccc3nc2C)cc1
  3%	0%	0%	-1	-4%	17%[59 µM]	-7%	12%	-11%
O=C(COC(=O)c1ccc(F)c(S(=O)(=O)N2CCOCC2)c1)NC1CC1
  -7%	-4%	-11%	3	-7%	2%[12.7 µM]	-3%	31%	-1%
O=S(=O)(c1cccc2nsnc12)N1CCN(c2ccccc2F)CC1
  i	1%	4%	-2	-7%	/	50µM*	?	?
C(CNC1C2CC3CC(C2)CC1C3)CN1CCOCC1 (stereo not given)
  -10%	3%	-2%	4	-9%	13%[12.7 µM]	-15%	25%	-26%
Cc1cc(C(F)(F)F)nn1CC(=O)NNC(=S)NCC(C)C
  -1%	23%	4%	5	-21%	-9%	-11%	38%	-3%
Cc1ccc(S(=O)(=O)N(CCCc2c(C)nc[nH]c2=O)c2ccccc2)cc1
  i	-5%	-2%	0	-3%	/	-15%	11%	/
Cc1ccc(NC(=O)C(=O)NCCc2csc3nc(-c4ccccc4C)nn23)cc1Cl
  5%	0%	1%	-1	-11%	7%[59 µM]	-15%	11%[57 µM]	-3%
CCC(=O)Nc1sc2c(c1C(N)=O)CCC2
  -1%	-5%	-8%	2	8%	19%[59 µM]	-24%	1%	8%
COc1ccc(N2CC(NC(=O)COc3ccccc3F)CC2=O)cc1OC (stereo not given)
  -3%	1%	-2%	-1	-4%	7%[59 µM]	-14%	-11%	-2%
O=C(NCC1CCCO1)c1ccc2c(c1)N(Cc1ccccc1)CCS2 (stereo not given)
  i	-2%	19%	0	-7%	10%	-23%	15%	?
Cc1cc2nnc(SCC(=O)NCc3cccs3)n2c(N)n1
  i	6%	0%	-4	-10%	10%[59 µM]	-1%	40%	11%
CNC(=O)c1nc[nH]c1C(=O)NC
  -5%	2%	0%	-9	7%	?	28µM*	-2%	?
CCOc1ccccc1NC(=O)Cn1c(=O)n(CCCC(=O)NCCc2ccc(C)cc2)c(=O)c2ccccc21
  -4%	-5%	-11%	-4	-21%	-2%[59 µM]	-3%	50%[activator]	-1%
CCc1cc2c3c([nH]c2cc1S(=O)(=O)NCCCOC)CC(C)(C)CC3=O
  -2%	-3%	2%	7	-7%	5%	-8%	53%[activator]	2%
Cc1ccc(C(=O)O)cc1NC(=O)c1cccs1
  16%	6%	0%	4	-21%	?	-11%	35%	39%[activator]
Cc1nc2cc(NC(=O)CCS(=O)(=O)c3ccccc3)ccc2s1
  -2%	2%	2%	2	7%	-23%	-5%	20%	-1%
O=C(Nc1ccc(N2CCCC2)cc1)c1cccc(F)c1
  -7%	12%	2%	-15	-10%	?	50µM*	?	?
COc1cccc(NC(=O)c2csc3c2CCCC3)c1
  -1%	5%	-15%	-1	-13%	99%[activator]	-6%[57.1 µM]	65%[activator]	2%
CCn1cc(CN2CCC(Oc3ccc(C(=O)N4CCCCC4)cc3)CC2)cn1
  -3%	-9%	-3%	-1	-20%	65%[activator]	-1%	33%	1%
Cn1cc(Br)c(C(=O)Nc2c(F)c(F)c(F)c(F)c2F)n1
  0%	0%	5%	1	-19%	21%[59 µM]	-12%	20%	9%
Cc1ccc(-n2c(C)nc3oc4ccccc4c(=O)c3c2=O)cc1
  -10%	30%[activator]	-12%	0	79µM*	56µM*	50µM*	-25%	45µM*
CN(CC(=O)NC(=O)NCc1ccccc1)Cc1ccc(Cl)cc1
  -1%	-10%	6%	-7	-1%	45µM*	16%	45%[activator]	-3%
CCC(=O)OCCNc1cc(Sc2nccn2C)c2nonc2c1[N+](=O)[O-]
  i	3%	-9%	4	?	?	-12%	-3%	6%
Cc1cc(C)nc(NC2=NCC(=O)N2CCc2c[nH]c3ccccc23)n1
  -1%	9%	1%	1	-1%	10%[59 µM]	-21%	33%	-10%
CC(Cc1ccc(O)c(O)c1)C(C)Cc1ccc(O)c(O)c1 (stereo not given)
  -3%	?	-26%&-19%	-3	28µM*	/	22µM*	?	/
COc1ccc(S(=O)(=O)N2CCOCC2)cc1NC(=O)C1CCN(S(=O)(=O)c2ccc(Cl)cc2)CC1
  4%	16%	3%	0	-12%	/	-2%	15%	/
COc1cccc(C(=O)N2CCN(c3ccc(N4CCOCC4)nn3)CC2)c1
  -3%	-3%	-1%	0	-15%	33%[2.33 µM]	-12%	32%	-10%
COc1ccc(C(=O)N/N=C/c2ccc(OC)c(COc3ccc(F)cc3F)c2)cc1
  9%	14%	13%	1	-4%	/	-19%	24%	-9%
CN1CCN(c2ccc(S(=O)(=O)N3CCOCC3)cc2NC(=O)COc2ccc(C#N)cc2)CC1
  -6%	3%	1%	-3	7%	/	-7%	22%	/
O=[N+]([O-])c1ccc(COc2ccc(CNc3ccccc3)cc2)cc1
  4%	5%	1%	0	-24%	8%[59 µM]	-10%	28%	?
CCn1c(=O)c2ccccc2n(CC(=O)NCCC2=CCCCC2)c1=O
  -3%	-5%	-3%	-3	-21%	-12%	-16%	45%[activator]	-1%
COc1ccc(/C=N/NC(=O)CC(=O)NCc2cccnc2)c(OC)c1
  -3%	2%	11%	1	-13%	12%[59 µM]	-11%	29%	-4%
CCc1cc(-c2n[nH]c(C)c2-c2nc3ccccc3n2C)c(O)cc1O
  13%	-7%	-7%	-7	-11%	-42%	-32%	15%	?
Cc1ccc(OCC(=O)N2CC(C)OC(C)C2)c([N+](=O)[O-])n1 (stereo not given)
  0%	1%	-8%	4	-27%	1%	-7%	30%	-1%
CCC(C)Sc1cccc(-c2nc3ccc(C)cn3c2NCc2ccccc2)c1 (stereo not given)
  -6%	-4%	-11%&15%	1&7	-6%	-3%[2.33 µM]	?	1%	?
Cc1ccc(S(=O)(=O)N2CCC(Oc3cccc(C(F)(F)F)c3)CC2)cc1
  -8%	4%	-7%	-1	-21%	-9%[2.33 µM]	18%	61%[activator]	4%
O=c1[nH]c(SCCOc2cccc3ccccc23)nc2ccccc12
  i	2%	-2%	-9	-20%	?	-3%[11.4 µM]	38%	-10%
CC1CN(c2ccc(NC(=S)Nc3ccc(N4CC(C)OC(C)C4)cc3)cc2)CC(C)O1 (stereo not given)
  ?	-1%	22%	-12	-7%	45µM*	-19%	31%	-33%
COC(=O)N(C)CCCC1(C)C(=O)N(C)c2ccc(O)cc21 (stereo not given)
  i	6%	9%	1	-12%	3%	4%	33%	-9%

Bioassay records as filed in PubChem BioAssay.
